EWS-Fli inh = EWS/Fli-driven NR0B1 reporter inhibitors, primary screen, A673 cells, NR0B1 luciferase, luminescence, MLPCN library. AID 651661, 2012. inhibition, % at 12.6 µM. viability-normalised. hit rate 0.67% among 350,000;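 active means mean inhibition of at least 50% after viability correction, with every replicate also passing that limit; inconclusive means mean reaches 50% but only one of two replicates passes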;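 further: firefly luciferase signal divided by Alamar Blue viability fluorescence both relative to DMSO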
PAX8 inh HTS = inhibitors of PAX8-driven TPO luciferase reporter, primary screen, RMG-I cells, single concentration; SteadyGlo, 24 h; inhibition, % at 12.6 µM; hit rate 1.2% among 360,000; AID 652154, 2013;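 active means mean replicate inhibition at least 60% with every replicate also reaching 60%; inconclusive means only one of the two criteria is met; inactive means mean below 60% and not all replicates reaching 60%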;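 further: luciferase light reporting Pax8 driven TPO promoter activity; plate controls were median of neutral control wells for no effect and mitoxantrone controls for full effect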
DENV2 CPE = inhibitors of DENV2 cytopathic effect, primary screen, cell-based, plate reader, single concentration. DENV2-infected cells, cytopathic effect rescue. CPE inhibition, % at 9.99 µM. hit rate 1.7% among 350,000. AID 651640, 2012; in the data active means CPE inhibition above about 20%, passing the limit was not always enough; inconclusive means no clear call, values can overlap the other calls; tested in BHK-21 cells;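 further: 0% = median of neutral control wells and 100% = median of positive control wells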
ARNT TACC3 PPI = disruptors of ARNT/TACC3 protein interaction, primary screen, biochemical, AlphaScreen, single concentration | hit rate 0.66% among 390,000 | inhibition, % at 9.99 µM | Transforming acidic coiled-coil-containing protein 3 (Homo sapiens), Q9Y6A5 | AlphaScreen His-ARNT PAS-B/GST-TACC3 binding, luminescence; TACC3 fragment carries E629A point mutation;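 active means mean inhibition of replicates at least 50% and at least half of replicates each reaching 50%; inconclusive means half or more replicates reach 50% but mean below 50%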;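 further: 0% = complete ARNT plus TACC3 wells and 100% = ARNT alone without TACC3; many hits fall short of the cut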
CFTR F508del cor = F508del CFTR correction, initial screen, CFBE line, single point. CFBE cells, YFP halide quenching; stimulated with forskolin plus potentiator P3; % fluorescence drop versus neutral controls. activity (quench increase), % at 7.58 µM. hit rate 0.36% among 350,000. AID 720511, 2013;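 active means mean added fluorescence quench of at least 8% versus neutral control, with both replicates also reaching 8%; inconclusive means only one of the mean or replicate conditions met; inactive means mean below 8% and not both replicates reaching 8%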;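 further: cells transiently co-express mutant CFTR-F508del with the halide-sensitive YFP; corrector assay measuring rescue of mutant channel to the surface after 24 h compound exposure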
ERp5 inh = inhibitors of ERp5-driven insulin aggregation, primary screen, biochemical, turbidity, absorbance 650 nm, single point | Protein disulfide-isomerase A6 (Homo sapiens), Q15084 | 90 min | inhibition, % at 9.99 µM | hit rate 0.05% among 350,000 | AID 651711, 2012;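 active means mean replicate inhibition above about 25%, with every replicate also reaching it, limit read from the data, passing the limit was not always enough; inconclusive means only one of those two criteria met; inactive means neither criterion met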
Target sequence (Q15084 whole entry, looked up): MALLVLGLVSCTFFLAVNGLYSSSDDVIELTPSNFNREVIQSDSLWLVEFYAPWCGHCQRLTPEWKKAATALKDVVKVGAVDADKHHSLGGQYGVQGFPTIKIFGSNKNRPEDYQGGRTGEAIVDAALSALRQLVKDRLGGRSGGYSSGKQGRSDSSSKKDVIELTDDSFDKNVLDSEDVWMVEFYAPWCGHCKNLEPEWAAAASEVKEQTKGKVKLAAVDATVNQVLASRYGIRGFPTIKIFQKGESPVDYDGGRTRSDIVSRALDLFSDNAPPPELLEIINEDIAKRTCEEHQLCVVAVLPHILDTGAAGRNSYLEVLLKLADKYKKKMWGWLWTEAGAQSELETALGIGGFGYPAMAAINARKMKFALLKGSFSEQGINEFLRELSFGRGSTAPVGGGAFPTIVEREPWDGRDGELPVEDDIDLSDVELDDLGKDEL
INS-1E GSIS act = GLuc luminescence reporter in INS-1E cells, primary screen for activators of glucose-dependent secretion of insulin | hit rate 0.61% among 370,000 | activation, % at 16.6 µM | INS-1E GLuc reporter insulin secretion, 2-3 h;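 active means lowest replicate activation of at least 40%, so every replicate reaches that level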;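 further: 0% = median of neutral control wells and 100% = median of IBMX positive control wells; some compounds called inactive have numbers as strong as hits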
XiGFP reactiv = activators of inactive X chromosome reactivation, primary screen, imaging, XiGFP fibroblasts, GFP high-content imaging, set 2. hit rate 0.055% among 360,000. XiGFP mouse fibroblasts, % GFP-positive cells imaging, 3 d; cells co-treated with 5-aza-dC sensitizer; scaled so ellipticine positive control = 100%. activation, % at 7.58 µM;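 active means mean normalized replicate activation at least 10% and every replicate at or above 10%; inconclusive means only one of the two criteria met; inactive means mean below 10% and not all replicates reach 10%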;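 further: 0% = median of on-plate neutral control wells and 100% = ellipticine 6 µM median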
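Material: XiGFP fibroblasts, SV40-immortalized; Buffer or medium: DMEM containing 5-aza-dC; Compound dosing: single point; Times: 3 days compound exposure.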
The depositor's hits bear a star; ? = inconclusive; / = not tested or not shown.

Structure	CFTR F508del cor	DENV2 CPE	EWS-Fli inh	PAX8 inh HTS	INS-1E GSIS act	ARNT TACC3 PPI	ERp5 inh	XiGFP reactiv
Cc1ccc(S(=O)(=O)Nc2ccc3c(c2)C(=O)N([C@H](C)CO)C[C@H](C)[C@@H](CN(C)C(=O)Nc2ccc(F)cc2)O3)cc1	-1.6	-9	3	-10	3	-4	-5	-0.5
N/C(Cc1ccc(Cl)c(Cl)c1)=N\OC(=O)c1ccc(Br)o1	-0.4	?	-6	11	1	-3	0	0.1
CCOC(=O)C1C(C)=C(Nc2ccc(OC)cc2)C(=O)N1c1ccc(OC)cc1 (stereo not drawn)	/	/	/	2	13	-7	/	0.2
O=C(C[C@H]1C=C[C@H](NC(=O)CCN2CCCCC2)[C@H](CO)O1)Nc1nccs1	0.2	7	3	-11	8	15	-1	0.4
CC1=CC(=O)N(c2cccc3c(N4C(=O)C=C(C)C4=O)cccc23)C1=O	-3.0	-3	1	9	/	-5	1	-0.1
CCNC(=O)C[C@H]1CC[C@@H](NS(=O)(=O)c2ccc(F)cc2)[C@H](CO)O1	-1.2	2	0	-2	7	-6	-1	0.1
CSc1nsc(N/N=C/c2ccc3c(c2)OCO3)c1C#N	2.0	/	-117	-233	17	-1	0	-0.5
CCOC(=O)c1ccc(CN2C(=O)c3ccccc3S2(=O)=O)cc1	1.0	-1	16	4	7	-9	3	0.1
CCOC(=O)c1ccc2[nH]c3c(c2c1)CCCC3NC=O (stereo not drawn)	-1.0	13	-30	-17	21	1	3	0.0
Cc1ccc(S(=O)(=O)Nc2cccc3c2O[C@@H](CN(C)C(=O)Nc2cccc4ccccc24)[C@H](C)CN([C@@H](C)CO)C3=O)cc1	-0.2	/	-49	6	7	/	/	0.0
COCCNc1nc(Oc2cccc(NC(C)=O)c2)c2sc(-c3ccccc3)cc2n1	0.4	?	-8	-9	2	/	-8	-0.1
COc1ccccc1NC(=O)N[C@H]1CC[C@H](CCNS(=O)(=O)c2ccc(C)cc2)O[C@@H]1CO	-1.6	-10	2	13	-9	/	-2	-0.6
COc1ccc(/C=N/NC(=O)c2ccc(Cl)cc2)cc1COC(C)=O	/	/	/	3	16	0	/	0.0
C=C1CCN([C@@H](C)C(=O)OCc2cccc(C)c2)S(=O)(=O)c2ccccc21	1.0	-3	-1	-16	-15	1	2	0.0
CC(C)CCOc1ccc(C(=O)NCCC(=O)N2CCOCC2)cc1	-0.8	/	-30	/	-8	-19	-2	/
CCNC(=S)N(CCc1c(C)[nH]c2ccccc12)Cc1cccnc1	-1.0	0	8	-9	0	2	-8	0.0
COc1ccc(NC(=O)Nc2cccs2)cc1Cl	-0.5	-11	-64	-9	-4	/	-5	0.2
CCS(=O)(=O)N1CCCCN2[C@H](CO)[C@H](c3ccc(-c4cccc(C#N)c4)cc3)[C@@H]2C1	3.7	1	18	-36	-5	/	-2	0.1
CCC(=O)Nc1ccc2c(c1)C(=O)N(C)C[C@@H](OC)[C@H](C)CN(Cc1cccc(F)c1)[C@H](C)CO2	-1.7	3	3	16	0	-4	-2	-0.1
Nc1c(N(Cc2ccccc2)C(=O)COc2ccc(F)cc2)c(=O)[nH]c(=O)n1Cc1ccccc1	-0.8	0	1	/	-11	-2	8	0.3

The list goes on; it opens with the five that closed the last part.
Structure	CFTR F508del cor	DENV2 CPE	EWS-Fli inh	PAX8 inh HTS	INS-1E GSIS act	ARNT TACC3 PPI	ERp5 inh	XiGFP reactiv
CCNC(=S)N(CCc1c(C)[nH]c2ccccc12)Cc1cccnc1	-1.0	0	8	-9	0	2	-8	0.0
COc1ccc(NC(=O)Nc2cccs2)cc1Cl	-0.5	-11	-64	-9	-4	/	-5	0.2
CCS(=O)(=O)N1CCCCN2[C@H](CO)[C@H](c3ccc(-c4cccc(C#N)c4)cc3)[C@@H]2C1	3.7	1	18	-36	-5	/	-2	0.1
CCC(=O)Nc1ccc2c(c1)C(=O)N(C)C[C@@H](OC)[C@H](C)CN(Cc1cccc(F)c1)[C@H](C)CO2	-1.7	3	3	16	0	-4	-2	-0.1
Nc1c(N(Cc2ccccc2)C(=O)COc2ccc(F)cc2)c(=O)[nH]c(=O)n1Cc1ccccc1	-0.8	0	1	/	-11	-2	8	0.3
COc1ccc(CN(C)C[C@@H]2Oc3ccc(NC(=O)NC4CCCCC4)cc3C(=O)N([C@@H](C)CO)C[C@H]2C)cc1	0.5	-5	-2	-9	-3	-4	8	-0.9
C[C@@H]1CCCCO[C@@H](CN(C)Cc2ccc(C(F)(F)F)cc2)[C@H](C)CN([C@H](C)CO)C(=O)c2cc(NS(C)(=O)=O)ccc2O1	3.9	11	5	-2	-3	-1	/	2.3
O=C(NCCN1CCN(S(=O)(=O)c2ccccc2)CC1)C(=O)Nc1ccc(F)cc1	1.4	1	3	-7	-5	4	-8	0.1
O=C(C(=O)N1CCN(c2ccc(F)cc2)CC1)c1cn(CC(=O)N2CCOCC2)c2ccccc12	0.0	-3	/	40	4	-4	-2	0.2
CCCN1CCN(CCCNC(=O)c2ccc3c(=O)n(CCc4ccccc4)c(=O)[nH]c3c2)CC1	-0.3	20	7	8	3	-1	2	-0.1
Cc1ccc(C(=O)Nc2ccc(S(=O)(=O)N3CCCC3)cc2)s1	-2.2	4	-16	-8	-11	/	5	-0.1
C=CC[C@@H](CC(=O)N(CCO)Cc1ccccc1)C(=O)NC[C@@H](OC(=O)[C@@H](CC=C)Cc1ccc(F)cc1)c1ccccc1	1.9	10	4	42	-36	0	-3	0.1
O=C(c1ccccc1)N1CC2(C1)[C@H](c1ccccc1)[C@@H](CO)N2Cc1ccccn1	1.8	11	0	/	-5	/	0	0.1
C[C@@H]1CCCCO[C@H](CN(C)C(=O)NC2CCCCC2)[C@H](C)CN([C@@H](C)CO)C(=O)c2cc(NS(=O)(=O)c3cn(C)cn3)ccc2O1	2.5	7	-3	-22	-12	-1	-5	-0.2
NS(=O)(=O)c1ccc(NC(=O)/C=C/c2cccc(Cl)c2)cc1	3.7	-4	-28	-38	3	-3	2	-0.7
Cc1ccc(C)n1-c1ccc(C(=O)Nc2ccccc2)cc1	-1.8	0	-58	-129	-1	/	-4	0.2
NS(=O)(=O)c1ccc(CCNC(=O)c2cccnc2)cc1	2.8	0	4	/	22	-10	-1	/
CC(C)n1cc(/C(N)=N/O)c(=O)n(Cc2ccccc2)c1=O	2.1	5	3	-1	61*	/	-3	0.1
CN(C)C(=O)C[C@@H]1CC[C@H]2[C@@H](COc3ccc(NC(=O)C4CCCC4)cc3C(=O)N2C)O1	-0.7	3	7	/	10	/	10	0.0
Cc1cccc(C)c1NC(=O)CNC(=O)CCCc1c[nH]c2ccccc12	-0.5	0	3	-6	13	-1	5	-0.1
COc1ccccc1NC(=S)NCc1ccccc1Cl	-3.5	-2	11	1	-1	-3	-5	-0.1
CC(=O)N1CCc2cc(S(=O)(=O)NCCCN3CCCCC3)ccc21	-0.8	-1	/	-14	12	3	-2	0.0
O=C([C@H]1[C@H](CO)[C@H]2Cn3c(ccc(-c4ccccc4)c3=O)[C@H]2N1CCC(F)(F)F)N1CCOCC1	-1.8	3	2	3	18	-12	3	0.1
COc1ccc(CC(=O)Nc2cccc(C)n2)cc1OC	-1.5	8	-9	4	23	/	-1	0.0
CSc1nc2c(cnn2-c2ccccc2)c(=O)n1N	1.5	5	-35	-64	4	14	3	0.0
O=[N+]([O-])c1cc(CN(CCO)CCO)ccc1O	-2.0	18	3	-17	/	0	1	6.0
CCOC(=O)CN1C(=O)N[C@@H](c2cccc(C(F)(F)F)c2)[C@H](C(C)=O)[C@H]1C	-0.4	/	2	13	/	-6	-8	0.0
Cc1ccc(NS(=O)(=O)c2ccc3c(c2)CCN3C(=O)CCC(=O)O)cc1Cl	0.4	-3	-8	-6	5	4	0	0.1
CCCNC(=O)C[C@@H]1CC[C@H]2[C@@H](COC[C@@H](O)CN2C(=O)Nc2ccc(Cl)c(Cl)c2)O1	-1.8	5	-6	-12	-21	0	-10	0.3
Cc1noc(C)c1NC(=O)N(C)C[C@H]1OCCCC[C@@H](C)Oc2ccc(NS(C)(=O)=O)cc2C(=O)N([C@@H](C)CO)C[C@H]1C	0.6	2	-7	1	-11	2	/	0.3
COc1ccccc1C(=O)N1C[C@H]2[C@@H](c3ccccc31)[C@@H](CO)N2CC1CCOCC1	0.7	/	17	12	4	-1	/	-0.1
CO[C@H]1CN(C)C(=O)c2ccc(NS(=O)(=O)c3ccccc3F)cc2OC[C@H](C)NC[C@H]1C	1.5	9	11	11	3	-3	-5	-0.1
CC1=C(C(=O)N(C(C)C)C(C)C)CC(CC(=O)NC2CCCCC2)C(=O)N1CCCN1CCCC1=O (stereo not drawn)	3.6	3	1	-19	/	/	-7	0.0
O=C(CCN1C(=O)c2ccccc2S1(=O)=O)Nc1ccccc1O	-2.4	?	-14	8	-16	-4	-2	0.0
CCC(C)N1C(=O)N(c2cccc(Cl)c2)C(C)(O)CC1(C)C (stereo not drawn)	-3.1	-1	18	18	3	0	3	0.0
On1nnc2ccc(C(F)(F)F)cc21	-0.3	9	-6	14	-8	/	-6	0.2
Cc1cc(NC(=O)CCC(=O)N(Cc2ccco2)C(C(=O)NC2CCCC2)c2ccccc2F)no1 (stereo not drawn)	-2.9	-8	3	26	/	1	/	-0.1
O=C(NCCCN1CCOCC1)c1ccc(CS(=O)(=O)c2ccc(Br)cc2)o1	3.3	-3	1	-14	8	6	2	0.3

Screening results deposited in PubChem by Broad Institute.
